Screening data as filed in PubChem.
NR2E3 ag-1: NR2E3 agonists in two-hybrid cells, primary screen, cell-based, luminescence, CHO-S, Gal4-NCOR/VP16-NR2E3 | luciferase | inhibition of corepressor binding, % at 3.98 µM | 0.35% of 360,000 active | AID 602229, 2012;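 active = inhibition above the mean of all tested compounds plus 3 SD, cut at about 70% in these data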;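 note: 0% = DMSO with NR2E3 transfected cells and 100% = cells lacking NR2E3 construct; higher means lower luciferase signal from less NR2E3 corepressor binding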
TRPM1 prom inh: inhibitors of MITF-dependent TRPM1 promoter reporter, primary screen, cell-based, SK-MEL-5, single point, luciferase | SK-MEL-5 TRPM1 promoter luciferase, 24 h | inhibition, % at 12.5 µM | 0.83% of 330,000 active;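 active = mean inhibition across replicates of 60% or more, whatever share of single replicates reaches that level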; note: values of inactives mirror those of a sister screen read the other way
Shn3 inh set2: reduction of Shn3 3'UTR firefly luciferase signal, primary screen, Schnurri-3 inhibitor project, cell-based, Clone20 osteoblasts, set 2; Clone20 osteoblast Shn3 3'UTR firefly luciferase, 24 h; inhibition, % at 12.5 µM; 0.52% of 360,000 active; AID 588674, 2011;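 active = mean inhibition of at least 75% with every replicate also reaching 75%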;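 note: 0% = median of neutral control wells and 100% = pilot-screen positive control compound; some compounds past the cut are filed as inactive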
PDI inh: inhibitors of human PDI, primary screen, biochemical, turbidity, single point, plate reader. Protein disulfide-isomerase (Homo sapiens), P07237. PDI insulin aggregation turbidity, A650, 90 min. inhibition, % at 10 µM. 0.052% of 350,000 active. AID 588391, 2011;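 active = mean inhibition across replicates of 30% or more, whatever share of single replicates reach that level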;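 note: absorbance from insulin aggregation driven by PDI reduction with DTT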
Target sequence (P07237 whole entry, looked up): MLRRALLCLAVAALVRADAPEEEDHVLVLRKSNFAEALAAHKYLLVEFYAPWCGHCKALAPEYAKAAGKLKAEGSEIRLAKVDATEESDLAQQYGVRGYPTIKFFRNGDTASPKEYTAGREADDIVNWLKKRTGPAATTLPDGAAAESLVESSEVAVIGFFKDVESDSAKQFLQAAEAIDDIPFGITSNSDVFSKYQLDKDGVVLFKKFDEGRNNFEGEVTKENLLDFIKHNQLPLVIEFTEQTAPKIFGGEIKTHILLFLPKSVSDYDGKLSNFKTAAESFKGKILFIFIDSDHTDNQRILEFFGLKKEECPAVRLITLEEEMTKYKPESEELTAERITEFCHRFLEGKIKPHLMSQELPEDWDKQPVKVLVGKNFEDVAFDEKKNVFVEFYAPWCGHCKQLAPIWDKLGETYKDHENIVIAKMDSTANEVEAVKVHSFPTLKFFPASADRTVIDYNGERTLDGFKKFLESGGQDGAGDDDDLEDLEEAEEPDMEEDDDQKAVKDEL
HIF-2a inh: HIF-2a reporter inhibitors, primary screen, luminescence, 786-0 RCC cells | 786-0 RCC cells HIF-2a reporter, luciferase luminescence, overnight | inhibition, % at 18.8 µM | 0.72% of 360,000 active | AID 624352, 2012;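 active = inhibition of the luminescence signal of 40% or more relative to plate controls, in a single-dose primary screen at 18.75 µM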
CaV13 FRET inh: Primary screen for inhibitors of IQ motif and Ca2+-dependent inactivation inhibitor domain binding in CACNA1D, Förster resonance energy transfer in living cells, …; HEK cells, CFP/YFP FRET ICDI-IQ, plate reader, 10 min; percent FRET-ratio fall versus neutral wells; inhibition, % at 12.3 µM; AID 743397; 0.098% of 340,000 active;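 active = mean replicate inhibition of at least 30% and at least 1% of replicates passing that level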;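 note: 0% = median of the neutral control wells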
NR2E3 ag-2: inhibitors of NR2E3-RetCOR corepressor binding, primary screen, NR2E3 agonist project, biochemical, TR-FRET, GST-NR2E3, biotin-RetCOR. 0.12% of 320,000 active. inhibition of corepressor binding, % at 4.78 µM. AID 2300, 2010. 1536-well;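 active = percent inhibition above the cutoff of mean plus 3 SD of all tested compounds, set per screening campaign, cut at about 20% in these data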;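 note: 0% = DMSO wells and 100% = biotin wells as full block of FRET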
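System: GST-tagged NR2E3 plus biotinylated RetCOR corepressor; Amount: 1.35 nM GST-tagged NR2E3 final; Dosing: single nominal compound dose of 4.8 µM; Schedule: 5 h incubation at 4 °C; Technique: TR-FRET with europium anti-GST and streptavidin-D2, 340 nm excitation; Controls: biotin wells as high control, 0.6% DMSO wells as low control.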
m5-HT2A agonist: mouse Htr2a agonists via beta-arrestin recruitment, primary screen, cell-based, luminescence | 0.66% of 360,000 active | CHO-K1 mHTR2A beta-arrestin complementation; percent of 30 µM serotonin response | 5-hydroxytryptamine receptor 2A (Mus musculus), P35363 | activation, % at 7.6 µM;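 active = activation above a run cutoff, the mean activation of all tested compounds plus 3 SD, cut at about 14% in these data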;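 note: 0% = plate median of compound wells and 100% = 30 µM serotonin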
Target sequence (P35363 whole entry, looked up): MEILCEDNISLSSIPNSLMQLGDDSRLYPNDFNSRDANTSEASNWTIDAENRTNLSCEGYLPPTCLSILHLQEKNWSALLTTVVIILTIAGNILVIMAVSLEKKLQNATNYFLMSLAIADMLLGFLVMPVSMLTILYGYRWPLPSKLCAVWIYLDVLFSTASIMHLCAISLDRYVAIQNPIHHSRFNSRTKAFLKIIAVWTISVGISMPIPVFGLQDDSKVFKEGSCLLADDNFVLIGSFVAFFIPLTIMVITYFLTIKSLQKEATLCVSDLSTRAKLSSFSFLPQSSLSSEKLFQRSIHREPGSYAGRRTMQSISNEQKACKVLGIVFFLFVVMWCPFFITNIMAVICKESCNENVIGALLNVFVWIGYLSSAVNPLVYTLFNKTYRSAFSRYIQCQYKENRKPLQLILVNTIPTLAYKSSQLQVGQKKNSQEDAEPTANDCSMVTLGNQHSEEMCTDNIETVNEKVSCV
Peg3 prom inh: Peg3 promoter-driven luciferase inhibitors, primary screen, cell-based, HeLa, luciferase luminescence; AID 588405, 2011; HeLa PEG-Prom luciferase reporter, overnight; 1.7% of 360,000 active; inhibition, % at 20 µM;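 active = inhibition of at least 50% at 20 µM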
hiPSC survival: enhancers of single-cell hiPSC survival, primary screen, ATPlite luminescence | 100% = ROCK inhibitor wells, 0% = DMSO | survival enhancement, % at 20 µM | 0.044% of 360,000 active | AID 602274, 2012; in the data active = survival enhancement above about 18%;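 note: cells exposed to compounds for 16 hours before the ATP read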
H9c2 protect: cardioprotection against H2O2-induced cell death, primary screen, uHTS, H9c2 cells, ATPLite luminescence; H9c2 cardiomyocytes, H2O2 injury protection, 2 h; protection from H2O2 cell death, % at 20 µM; 0.63% of 360,000 active; AID 588492, 2011;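 active = compounds giving at least 50% protection of heart cells from peroxide-induced death in the single-dose screen, raw or plate-pattern-corrected value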;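 note: 0% = DMSO wells with peroxide and 100% = DMSO wells without peroxide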
Active calls of the source: *; · = not tested or not shown.

SMILES	NR2E3 ag-1	TRPM1 prom inh	Shn3 inh set2	PDI inh	HIF-2a inh	CaV13 FRET inh	NR2E3 ag-2	m5-HT2A agonist	Peg3 prom inh	hiPSC survival	H9c2 protect
CC(C)(C)C(=O)N1CCN(c2ccc(Cl)cc2[N+](=O)[O-])CC1	-3	-14	-14	10	-74	-1	1	1	-64	-0.1	-2
CCn1c(C)c(C(C)=O)c(N2CCC(C(N)=O)CC2)nc1=S	1	2	2	-5	6	-5	4	5	9	2.7	0
Cc1occc1C(=O)N/N=C/C=C/c1ccccc1	-101	-81	-71	1	-262	-3	-2	7	-261	0.3	1
O=C(CSc1nc2ccccc2c(=O)n1CC1CCCO1)NCC1CCCO1 (stereo not drawn)	-3	-2	3	-2	27	-4	0	0	13	-4.4	7
COc1ccc(CNC(=O)c2cc3cc(OC)ccc3oc2=O)cc1	-11	7	-7	-4	-6	6	1	3	2	0.0	-3
CC(C)n1c(N2CCN(CC(=O)NCc3cccs3)CC2)nc2ccccc21	15	6	-1	1	1	-5	1	2	13	-0.6	10
CCN(CC)c1ccc(NC(=O)CSc2nc3ccccc3c(=O)n2-c2cc(S(=O)(=O)N(C)C)ccc2C)cc1	-2	1	5	-7	11	-5	-2	-11	-5	-1.3	1
CCC(C)(C)NC(=O)CN(C(=O)CCC(=O)Nc1nccs1)c1ccc(C)cc1	-8	-3	-5	-12	18	-4	3	2	11	-0.5	0
Clc1cccc2sc(N3CCCCC3)nc12	-49	-33	-41	0	-210	-4	3	1	-226	-1.9	-7
COc1ccc(S(=O)(=O)N2CCOCC2)cc1NC(=O)c1c(-c2ccccc2)noc1C	-17	-6	8	1	14	-5	·	-8	18	1.0	5
CC(C)CC(=O)NC(=S)Nc1ccccn1	-32	-10	-14	5	-89	-5	-1	6	-30	-1.8	-2
Cc1ccc(C(=O)C(=S)N2CCOCC2)cc1	16	-6	2	-1	21	-5	2	-3	18	-1.5	-1
COc1ccc(NC(=O)/C=C/c2ccc(Br)o2)cn1	-25	-43	-36	14	-130	-3	3	4	-112	-0.1	-2
O=C(c1cccnc1)N1CCC(Oc2ccc(C(=O)N3CCCC(O)C3)cc2)CC1 (stereo not drawn)	-3	5	15	-3	4	-4	2	-3	12	2.0	3
COc1ccc(C(=O)Nn2c(C)nc3ccccc3c2=O)cc1	-34	4	14	-3	0	-4	-2	0	-5	-0.1	5
COc1ccc(-n2cc3ccc([N+](=O)[O-])cc3n2)cc1	-198	-23	-37	5	-147	-11	1	-4	-196	-0.6	-10
O=C(CCCCCCCC(=O)NNC(=O)Nc1ccccc1)NNC(=O)Nc1ccccc1	1	-11	-13	-7	15	-5	0	10	6	-0.6	5
Cn1c(=O)[nH]c(=O)c2c1nc(N1CCCCC1)n2CCSc1nc2ccccc2o1	-2	·	-11	·	16	-5	1	-5	22	-0.1	2
O=C(NCc1ccccc1)Nc1cccn(Cc2cccc(F)c2)c1=O	-4	7	-8	-8	-9	-2	1	0	-27	0.4	1
C[C@@H]1CN([C@H](C)CO)S(=O)(=O)c2ccc(C#CC3CCCC3)cc2O[C@H]1CN(C)C(=O)Cc1ccccc1	-33	·	30	7	3	·	·	-7	34	-1.9	23
Cc1nnc(SCC(=O)N/N=C/c2ccc(-c3ccc(C)c(Cl)c3)o2)s1	-57	-4	25	-1	-70	-2	-1	-3	-43	-1.2	2
Cc1ccc(N2CC(C(=O)Nc3ccc(S(=O)(=O)Nc4nccc(C)n4)cc3)CC2=O)cc1 (stereo not drawn)	0	-11	15	14	16	5	2	-3	12	-2.9	6
CN(C(=O)CSc1nncn1-c1ccccc1)C1CCS(=O)(=O)C1 (stereo not drawn)	-11	-2	-8	-4	14	-6	3	-1	-2	-0.4	6
COc1ccc(C2/C(=C(/O)c3ccccc3)C(=O)C(=O)N2c2ccccn2)cc1 (stereo not drawn)	-7	-3	-15	1	-138	-5	-1	6	-43	0.2	1
COc1ccc(S(=O)(=O)Nc2ccc(S(=O)(=O)N3CCCCC3)cc2)cc1C	1	2	-1	-4	13	-5	6	-3	17	1.8	2

Further records follow:
SMILES	NR2E3 ag-1	TRPM1 prom inh	Shn3 inh set2	PDI inh	HIF-2a inh	CaV13 FRET inh	NR2E3 ag-2	m5-HT2A agonist	Peg3 prom inh	hiPSC survival	H9c2 protect
CCOC(=O)c1c(C)[nH]c(C(=O)OCC(=O)N2CCN(S(=O)(=O)c3ccccc3)CC2)c1C	-5	5	-34	-11	1	-3	-3	9	19	-3.0	2
Cc1cc(F)ccc1NC(=O)CCc1c(C)nn(-c2ccc(N3CCCCC3)nn2)c1C	4	7	3	1	-10	-6	3	2	-69	-0.5	2
CCOC(=O)c1oc2ccccc2c1COC(=O)CNC(=O)c1ccc(C)cc1	15	-3	-9	-1	-12	·	-3	4	-12	-0.6	5
Cc1ccc(C(=O)OCC(=O)c2ccc(Br)cc2)cc1S(=O)(=O)N1CCOCC1	-34	-8	-4	-5	1	-2	·	-1	-6	0.5	-6
C=CCc1c(C)c(C#N)c2nc3ccccc3n2c1NCCN(C)C	-4	-1	10	0	15	-6	0	-7	7	-2.1	15
CCCn1c(SCC(=O)NC2CCCCC2)nnc1-c1ccco1	-10	2	7	-2	-2	-6	-1	-3	12	0.8	0
CCOC(=O)C1CN(C(C)(C)C)C(=O)C1=O (stereo not drawn)	7	-4	7	2	19	-6	-1	0	6	-0.4	-4
CCN(c1ccccc1)S(=O)(=O)c1ccc(Cl)c(NC(=O)CNC(C)c2ccccc2)c1 (stereo not drawn)	20	12	62	-4	4	-5	·	-2	8	0.3	-7
Cn1cc(CN(Cc2ccccn2)C[C@@H]2CCC(=O)N2)c(-c2ccccc2F)n1	-10	-2	-1	-3	12	-5	-2	2	10	0.8	1
Cc1cccc(C)c1NC(=O)/C(C#N)=C/c1cccs1	-9	-16	-9	3	17	-4	-1	1	0	-3.0	3
Cc1cn[nH]c1	-2	-7	-28	2	6	-5	5	-2	0	-1.0	-2
Nc1nc(SCC(=O)N2N=C(c3ccc(Cl)cc3)CC2c2ccco2)n[nH]1 (stereo not drawn)	4	14	19	1	-11	-7	-2	2	10	0.0	-1
Cc1ccc(S(=O)(=O)Oc2ccc(/C=N/N=C3/NC(=O)C(CC(=O)O)S3)cc2)cc1[N+](=O)[O-] (stereo not drawn)	-8	-11	-7	1	20	-2	-2	6	6	-0.2	-2
COc1cccc(CC(=O)OCC(=O)NC(C)c2ccc(F)cc2)c1 (stereo not drawn)	-12	·	-9	2	4	-17	4	1	0	1.3	8
COc1ccc(CCNC(=O)C(=O)NCCCN2CCOCC2)cc1	-3	-5	7	5	18	-2	3	5	3	-0.1	1
CC(C)(C)C(=O)Nc1ccccc1C(=O)N1CCCC1	-12	3	-5	6	16	-5	0	-3	-4	-2.7	-4
FC(F)(F)Oc1ccc(NC(=S)Nc2ccc(OC(F)(F)F)cc2)cc1	2	18	-4	5	-20	-4	-5	6	19	-0.6	-16
Cc1ccc(NC(=O)CCNC(=O)Cn2cnc3ccccc3c2=O)cc1F	-23	1	8	20	4	-7	3	-8	9	-0.1	-8
CC(=O)NC(NC(=S)Nc1ccc(N=Nc2ccccc2)cc1)C(Cl)(Cl)Cl (stereo not drawn)	-10	-3	25	0	-72	-5	0	-7	-44	3.0	-18
NS(=O)(=O)c1cccc(NC(=O)CSc2ccccn2)c1	-4	-19	-10	-1	-82	-5	4	-2	-85	-1.0	1
Cc1ccc(S(=O)(=O)NCCSCc2ccco2)cc1	11	10	5	2	12	-5	-1	-2	8	-1.1	0
Cc1cc(Cl)c(S(=O)(=O)N2CCN(c3ccccn3)CC2)cc1OCC(N)=O	8	-10	-21	1	16	11	0	-1	6	0.2	14
COc1ccc(N(C(C)C(=O)N/N=C/c2ccc(OC)c(OC)c2)S(C)(=O)=O)cc1 (stereo not drawn)	0	9	5	0	7	6	-1	-1	7	1.2	3

For convenience, part of the list above.
SMILES	NR2E3 ag-1	TRPM1 prom inh	Shn3 inh set2	PDI inh	HIF-2a inh	CaV13 FRET inh	NR2E3 ag-2	m5-HT2A agonist	Peg3 prom inh	hiPSC survival	H9c2 protect
Cc1cn[nH]c1	-2	-7	-28	2	6	-5	5	-2	0	-1.0	-2
Nc1nc(SCC(=O)N2N=C(c3ccc(Cl)cc3)CC2c2ccco2)n[nH]1 (stereo not drawn)	4	14	19	1	-11	-7	-2	2	10	0.0	-1
Cc1ccc(S(=O)(=O)Oc2ccc(/C=N/N=C3/NC(=O)C(CC(=O)O)S3)cc2)cc1[N+](=O)[O-] (stereo not drawn)	-8	-11	-7	1	20	-2	-2	6	6	-0.2	-2
COc1cccc(CC(=O)OCC(=O)NC(C)c2ccc(F)cc2)c1 (stereo not drawn)	-12	·	-9	2	4	-17	4	1	0	1.3	8
COc1ccc(CCNC(=O)C(=O)NCCCN2CCOCC2)cc1	-3	-5	7	5	18	-2	3	5	3	-0.1	1
CC(C)(C)C(=O)Nc1ccccc1C(=O)N1CCCC1	-12	3	-5	6	16	-5	0	-3	-4	-2.7	-4
FC(F)(F)Oc1ccc(NC(=S)Nc2ccc(OC(F)(F)F)cc2)cc1	2	18	-4	5	-20	-4	-5	6	19	-0.6	-16
Cc1ccc(NC(=O)CCNC(=O)Cn2cnc3ccccc3c2=O)cc1F	-23	1	8	20	4	-7	3	-8	9	-0.1	-8
CC(=O)NC(NC(=S)Nc1ccc(N=Nc2ccccc2)cc1)C(Cl)(Cl)Cl (stereo not drawn)	-10	-3	25	0	-72	-5	0	-7	-44	3.0	-18
NS(=O)(=O)c1cccc(NC(=O)CSc2ccccn2)c1	-4	-19	-10	-1	-82	-5	4	-2	-85	-1.0	1
Cc1ccc(S(=O)(=O)NCCSCc2ccco2)cc1	11	10	5	2	12	-5	-1	-2	8	-1.1	0
Cc1cc(Cl)c(S(=O)(=O)N2CCN(c3ccccn3)CC2)cc1OCC(N)=O	8	-10	-21	1	16	11	0	-1	6	0.2	14
COc1ccc(N(C(C)C(=O)N/N=C/c2ccc(OC)c(OC)c2)S(C)(=O)=O)cc1 (stereo not drawn)	0	9	5	0	7	6	-1	-1	7	1.2	3
